BLM helicase inh = blocks DNA unwinding by human BLM helicase | recombinant BLM DNA unwinding, fluorescence dequenching | Potency, µM (doses to about 56.1 µM), inactives show top-dose activity change, negative = inhibition, most hits filed as inhibitors | hit rate 0.2% among 350,000 | AID 2528;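 further: plate controls were vehicle for no effect and no enzyme for full effect; nearly all actives have a fitted effect of over 35% in size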
GLS inhibitor = blocks human kidney-isoform glutaminase activity | GLS enzymatic activity, qHTS titration | Potency, µM (highest dose often 45.5 µM), for inactives: at the highest dose activity change, negative = inhibition, usual class: inhibitors | O94925 | hit rate 0.21% among 410,000 | AID 624170; further: on the % scale 0 is the no-effect control and ±100 the full control effect
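Coupled fluorescence readout: glutamate oxidase/HRP/Amplex Red detect glutamate formed by hKGA from L-glutamine (1 mM solution added). Buffer 45 mM KH2PO4 pH 8.2, 0.02% Tween-20; reads at t0 and 30 min RT.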
POLI inh = DNA polymerase iota (human) inhibition; Pol iota fluorescent replication assay, 10 min; Potency, µM (series often up to 115 µM), inactives show top-dose activity, negative = inhibition, actives largely listed as inhibitors; hit rate 1% among 390,000
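Pol iota at 10 nM preincubated 15 min with compounds at room temperature; reaction started with fluorescent substrate, 50 nM final. Fluorescence read kinetically at 0 and 10 min; buffer-only wells as negative control.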
G9a inh = inhibitors of human histone lysine methyltransferase G9a. G9a H3K9 monomethylation, AlphaScreen, 2 h. Potency, µM (titrated, usually from 102 µM), without a hit: at the top dose activity, negative = inhibition, actives largely listed as inhibitors. hit rate 8.8% among 350,000; further: on the % scale 0 is the no-effect control and ±100 the full control effect; nearly all actives have a fitted effect of over 75% in size
Target sequence (Q96KQ7 913-1193 limits assumed): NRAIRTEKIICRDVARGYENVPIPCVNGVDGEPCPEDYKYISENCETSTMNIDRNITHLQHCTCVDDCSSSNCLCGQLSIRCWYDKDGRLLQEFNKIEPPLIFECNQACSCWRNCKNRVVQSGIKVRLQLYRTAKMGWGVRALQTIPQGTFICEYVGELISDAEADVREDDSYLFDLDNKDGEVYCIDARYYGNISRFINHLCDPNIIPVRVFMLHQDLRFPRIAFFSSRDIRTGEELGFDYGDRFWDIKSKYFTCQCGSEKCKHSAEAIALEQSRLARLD
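Compounds were preincubated with 20 nM G9a for 15 min, after which biotinylated H3K9 peptide (500 nM) and SAM (20 uM) started a 2 h room-temperature reaction. Monomethylated product was quantified by antibody-based AlphaScreen chemiluminescence.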
Numbers without * were called inactive; ? = inconclusive; . = no result given; & = joins results of further samples; [ ] = another dose, or the depositor's remark. The call rests on the fitted dose curve; in most records, active means well fitted curve in the direction sought with a large enough effect; inconclusive means small, poorly fitted or top-dose-only effect, or another doubt; inactive means no such curve, though single readings can be large; an effect the other way counts as inactive or inconclusive. Potency means the concentration at half of the fitted maximal effect. Not all compounds are listed. The share of hits here may be higher or lower than overall.

| mol | GLS inhibitor | POLI inh | BLM helicase inh | G9a inh |
| --- | --- | --- | --- | --- |
| COc1ccc(-c2cc(=O)c3c(O)c(OC)c(OC)c(OC)c3o2)cc1OC | . | . | 6% | . |
| COc1ccc(-c2cc(=O)c3c(OC)c(OC)c(OC)cc3o2)cc1OC | . | . | 1% | . |
| CCCCNC(=O)[C@@H]1Cc2ccccc2N1C(=O)[C@H](N)CC | . | . | 3% | . |
| Cc1ccc2nc(NCCN)c3ncc(C)n3c2c1 | . | . | 154%[activator] | . |
| COc1ccc(/C=C\C(=O)Nc2ccccc2C(=O)O)cc1OC | . | . | -4% | . |
| COc1cc([C@@H]2Oc3cc([C@H]4Oc5cc(O)cc(O)c5C(=O)[C@H]4O)ccc3O[C@H]2CO)ccc1O | . | . | -4% | . |
| CC1OC(OCC2OC(Oc3cc(O)c4c(c3)OC(c3ccc(O)cc3)CC4=O)C(O)C(O)C2O)C(O)C(O)C1O (stereo not given) | . | . | 1% | . |
| Oc1cc2c(cc1O)[C@@H]1c3ccc(O)c(O)c3OC[C@]1(O)C2 | . | . | -18% | . |
| CC(=O)O[C@H]1Cc2ccccc2N(C(N)=O)c2ccccc21 | . | . | 0% | 2%[59 µM] |
| CC1CC2C3CC(F)C4=CC(=O)C=C[C@@]4(C)[C@@]3(F)C(O)C[C@]2(C)[C@]1(O)C(=O)COC(=O)C(C)(C)C (stereo not given in full) | . | . | 0% | -30%[2.33 µM] |
| C#C[C@@]1(O)CCC2C3CCC4=CC(=O)CCC4C3CC[C@@]21CC (stereo not given in full) | . | . | 7% | 1%[2.33 µM] |
| CC1(C)OC2CC3C4CC(F)C5=CC(=O)C=C[C@@]5(C)[C@@]4(F)C(O)C[C@@]3(C)[C@]2(C(=O)CO)O1 (stereo not given in full) | . | . | -13% | -12%[2.33 µM] |
| C[C@H](CCC(=O)O)[C@H]1CC[C@@H]2[C@H]3[C@@H](CC[C@@]21C)[C@]1(C)CC[C@H](O)C[C@@H]1C[C@@H]3O | . | . | 1%[21.4 µM] | 16%[21.5 µM] |
| Nc1c2ccccc2nc2ccccc12 (tested in a mixture with another compound) | . | . | 167%[activator] | -43%[2.33 µM] |
| Cn1c(=O)n(-c2ccc(C(C)(C)C#N)cc2)c2c3cc(-c4cnc5ccccc5c4)ccc3ncc21 | . | 18%[229 µM] | . | . |

Profiles from above. Order of screens: GLS inhibitor | POLI inh | BLM helicase inh | G9a inh
COc1ccc(-c2cc(=O)c3c(O)c(OC)c(OC)c(OC)c3o2)cc1OC is entered as . | . | 6% | .
CCCCNC(=O)[C@@H]1Cc2ccccc2N1C(=O)[C@H](N)CC is entered as . | . | 3% | .
CC1CC2C3CC(F)C4=CC(=O)C=C[C@@]4(C)[C@@]3(F)C(O)C[C@]2(C)[C@]1(O)C(=O)COC(=O)C(C)(C)C (stereo not given in full) is entered as . | . | 0% | -30%[2.33 µM]

Other records
| mol | GLS inhibitor | POLI inh | BLM helicase inh | G9a inh |
| --- | --- | --- | --- | --- |
| O=C(NN1CCCC1)NS(=O)(=O)c1ccc(Cl)cc1 | 5% | . | . | . |
| C/C(=N\O)c1ccc(OCC(=O)N2CCCCC2)cc1 | 13% | . | . | . |
| C=CCOc1cc(Cl)ccc1C(=O)NCCN(CC)CC | 15% | . | . | . |
| CC(C)(C)c1nnc(NS(=O)(=O)c2ccccc2)s1 | 3% | . | . | . |
| CN(C)CCOc1ccccc1Cc1ccccc1 (tested in a mixture with another compound) | 17% | . | . | . |
| CC(=O)Nc1ccc(S(=O)(=O)Nc2cc(C)on2)cc1 | 6% | . | . | . |
| COc1ccc(-n2[nH]c3c(cnc4ccccc43)c2=O)cc1 | -19% | . | . | . |
| C#CCC(Cc1cnc2nc(N)nc(N)c2n1)c1ccc(C(=O)N[C@@H](CCC(=O)O)C(=O)O)cc1 (stereo not given in full) | -2% | . | . | . |
| Cc1cccc(Nc2cc(Cl)nc(SCC(=O)O)n2)c1C | 12% | . | 0%&-12%&-9% | . |
| O=P(O)(O)OC(CO)CO | -7% | . | 7% | . |
| NCCNC(=O)c1ccc(Cl)cn1 | 3% | . | 1% | 14%[12.7 µM] |
| CCCOC(C(=O)OC1CCN(C)CC1)(c1ccccc1)c1ccccc1 | -5% | . | -1% | ? |
| O=C(Nc1ccc(Cl)c(Cl)c1)C1CC1 | 3% | . | -3% | -4%[12.7 µM] |
| C/C=C/C=N/NC(=O)c1ccncc1 | 0% | . | 3% | 4%[12.7 µM] |
| Cc1cccc(C)c1NC(=O)CN(CC(=O)O)CC(=O)O | 1% | . | -6% | -7%[12.7 µM] |

Following part.
| mol | GLS inhibitor | POLI inh | BLM helicase inh | G9a inh |
| --- | --- | --- | --- | --- |
| CO/N=C(/C(=O)N[C@@H]1C(=O)N2C(C(=O)O)=C(C[n+]3ccc(N)n3CCO)CS[C@H]12)c1csc(N)n1 | 9% | . | 4% | 0%[12.7 µM] |
| CC1CCC(C(C)C)C(=O)C1 (stereo not given) | -6% | . | -12% | 30%[59 µM] |
| CCCCC(=O)O[C@]1(C(=O)CO)[C@H](C)C[C@H]2[C@@H]3CCC4=CC(=O)C=C[C@]4(C)[C@@]3(F)[C@@H](O)C[C@@]21C | 2% | . | -5% | 29%[59 µM] |
| CC(=O)N1CC(O)CC1C(=O)O (stereo not given) | 4% | . | 3% | -3%[12.7 µM] |
| CCCCCCCCCCCCCCNCCO | -2% | . | 1% | 10%[12.7 µM] |
| NS(=O)(=O)c1cc(-c2nn[nH]n2)c(NCc2cccs2)cc1Cl | 38%[activator] | . | 2% | -22%[12.7 µM] |
| CCCC(=O)O[C@]1(C(=O)COC(C)=O)CC[C@H]2C3C[C@H](F)C4=CC(=O)C=CC4(C)[C@@]3(F)[C@@H](O)CC21C (stereo not given in full) | 6% | . | -6% | -6%[12.7 µM] |
| CC(=O)Nc1ncc([N+](=O)[O-])s1 | -10% | . | -1% | -6%[12.7 µM] |
| COc1ccc(-c2ccc3cc(C(=O)O)ccc3c2)cc1C12CC3CC(CC(C3)C1)C2 | -7% | . | ? | 15%[59 µM] |
| Cc1ccc2nc(N)[nH]c(=O)c2c1Sc1ccncc1 | 3% | . | -2% | ? |
| COc1ccccc1OC[C@H](O)COC(N)=O | -5%[20 µM] | . | -1%[21.4 µM] | 29%[21.5 µM] |
| OCc1ccccn1 | -1% | . | 4% | -4%[12.7 µM] |
| CCC(=O)O[C@@]1(C(=O)SCF)[C@@H](C)C[C@H]2[C@@H]3C[C@@H](F)C4=CC(=O)C=C[C@@]4(C)[C@]3(F)[C@@H](O)C[C@]21C | -3%[20 µM] | . | 1%[21.4 µM] | 7%[21.5 µM] |
| CNC1CCCN(c2c(F)cc3c(=O)c(C(=O)O)cn(C4CC4)c3c2OC)C1 (stereo not given) | -4% | . | 7% | 5%[12.7 µM] |
| NC1(c2ccc(-c3nc4ccn5c(=O)[nH]nc5c4cc3-c3ccccc3)cc2)CCC1 | 5% | -27% | . | . |

Compounds listed so far that contain a COOH group (9):
| mol | GLS inhibitor | POLI inh | BLM helicase inh | G9a inh |
| --- | --- | --- | --- | --- |
| COc1ccc(/C=C\C(=O)Nc2ccccc2C(=O)O)cc1OC | . | . | -4% | . |
| C[C@H](CCC(=O)O)[C@H]1CC[C@@H]2[C@H]3[C@@H](CC[C@@]21C)[C@]1(C)CC[C@H](O)C[C@@H]1C[C@@H]3O | . | . | 1%[21.4 µM] | 16%[21.5 µM] |
| C#CCC(Cc1cnc2nc(N)nc(N)c2n1)c1ccc(C(=O)N[C@@H](CCC(=O)O)C(=O)O)cc1 (stereo not given in full) | -2% | . | . | . |
| Cc1cccc(Nc2cc(Cl)nc(SCC(=O)O)n2)c1C | 12% | . | 0%&-12%&-9% | . |
| Cc1cccc(C)c1NC(=O)CN(CC(=O)O)CC(=O)O | 1% | . | -6% | -7%[12.7 µM] |
| CO/N=C(/C(=O)N[C@@H]1C(=O)N2C(C(=O)O)=C(C[n+]3ccc(N)n3CCO)CS[C@H]12)c1csc(N)n1 | 9% | . | 4% | 0%[12.7 µM] |
| CC(=O)N1CC(O)CC1C(=O)O (stereo not given) | 4% | . | 3% | -3%[12.7 µM] |
| COc1ccc(-c2ccc3cc(C(=O)O)ccc3c2)cc1C12CC3CC(CC(C3)C1)C2 | -7% | . | ? | 15%[59 µM] |
| CNC1CCCN(c2c(F)cc3c(=O)c(C(=O)O)cn(C4CC4)c3c2OC)C1 (stereo not given) | -4% | . | 7% | 5%[12.7 µM] |

Source: PubChem (National Center for Advancing Translational Sciences (NCATS))
